From PubChem BioAssay
KCNQ2 block: KCNQ2 potassium channel inhibitors, primary screen, cell-based, CHO-K1, FluxOR thallium flux, B-score (AID 2156); 310,000 compounds, 1.1% hits; 20 min; hits give low values; B-score at 10 µM;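 active = fluorescence ratio B-score at most minus 3 library SDs, with starting brightness B-score within 2 library SDs, cut at about -5.5 in these data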
CHT inh: inhibitors of human choline transporter CHT; 310,000 compounds, 0.86% hits; B-score at 10 µM; Q9GZV3; CHT-expressing cells, membrane potential dye, choline response; hits give low values; AID 488975;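 active = B-score over 3 SD under the library average, and starting fluorescence ratio not unusually high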;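 note: choline stimulus applied at its EC90 after an EC20 pre-addition; B-score computed on integrated fluorescence ratio after choline addition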
Target sequence (Q9GZV3 whole entry, looked up): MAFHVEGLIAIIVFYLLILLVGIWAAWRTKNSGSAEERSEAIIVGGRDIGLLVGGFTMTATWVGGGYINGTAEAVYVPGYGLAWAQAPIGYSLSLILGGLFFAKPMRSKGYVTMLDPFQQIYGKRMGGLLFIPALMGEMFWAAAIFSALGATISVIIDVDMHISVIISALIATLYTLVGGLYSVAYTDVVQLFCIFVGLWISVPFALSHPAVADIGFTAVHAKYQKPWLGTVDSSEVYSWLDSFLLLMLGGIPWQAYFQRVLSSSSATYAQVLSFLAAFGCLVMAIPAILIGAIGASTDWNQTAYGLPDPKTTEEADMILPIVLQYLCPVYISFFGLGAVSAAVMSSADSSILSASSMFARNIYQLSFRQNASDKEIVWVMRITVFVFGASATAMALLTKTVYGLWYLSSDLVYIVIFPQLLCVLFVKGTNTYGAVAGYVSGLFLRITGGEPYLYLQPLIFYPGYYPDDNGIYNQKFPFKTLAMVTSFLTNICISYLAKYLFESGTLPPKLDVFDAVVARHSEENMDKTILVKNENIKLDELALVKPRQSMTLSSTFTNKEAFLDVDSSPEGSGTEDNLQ
Kir21 block: Kir2.1 (mouse) channel inhibition; B-score at 10 µM; AID 1672; HEK293-Kir2.1, FluxOR thallium flux fluorescence; hits give low values; 310,000 compounds, 0.85% hits;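 active = fluorescence ratio B-score at or below minus 3 SD of library scores, with starting-brightness B-score within 2 SD, cut at about -4.2 in these data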;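 note: channel flux triggered by added potassium and thallium sulfate stimulus; B-score of peak minus minimum fluorescence over baseline after thallium stimulus; more negative B-score means stronger Kir2.1 block with less thallium influx; some compounds called inactive have numbers as strong as hits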
Target sequence (P35561 whole entry, looked up): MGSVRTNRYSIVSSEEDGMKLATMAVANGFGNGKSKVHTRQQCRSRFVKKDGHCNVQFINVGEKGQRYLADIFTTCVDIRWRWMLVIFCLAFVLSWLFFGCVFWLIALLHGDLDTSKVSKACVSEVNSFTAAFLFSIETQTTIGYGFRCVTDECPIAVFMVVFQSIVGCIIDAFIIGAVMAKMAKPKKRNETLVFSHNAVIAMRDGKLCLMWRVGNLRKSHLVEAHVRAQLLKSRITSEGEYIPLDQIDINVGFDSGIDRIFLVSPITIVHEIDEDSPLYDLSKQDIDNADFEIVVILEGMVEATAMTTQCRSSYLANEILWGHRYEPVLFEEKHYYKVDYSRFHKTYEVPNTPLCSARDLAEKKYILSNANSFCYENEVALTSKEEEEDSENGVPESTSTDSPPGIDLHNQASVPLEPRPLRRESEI
* = called active by the depositor; i = inactive; / = not tested or not shown.

SMILES | KCNQ2 block | CHT inh | Kir21 block
CCc1ccc(-c2ccc(SCC(=O)Nc3nnc(C)s3)nn2)cc1 | i | i | -2.1
COC(=O)c1cc(COC(=O)c2ccc(OC)c(S(=O)(=O)N3CCCC3)c2)oc1C | i | / | -3.1
Cc1cccc(-c2cc3nc(C)cc(NCCCN(C)C)n3n2)c1 | i | i | -1.3
CC(=O)/C=C(\C)Nc1ccccc1O | i | i | 0.2
Cc1nc(N2CCN(S(=O)(=O)c3ccc(F)cc3)CC2)c2c(C)c(C)sc2n1 | i | i | 0.86
CC(=O)Nc1nnc(Cc2c[nH]c3ccccc23)s1 | i | i | -0.83
COc1ccc(NC(=O)C(CC(=O)O)C(C)c2ccccc2)cc1 (stereo not given) | i | i | -0.54
N#Cc1cc(S(=O)(=O)c2ccc(F)cc2)c(N)[nH]c1=O | i | i | 1.9
Cc1cnc(CNC(=O)c2ccc(OC3CCN(C(=O)C4CC4)CC3)cc2)cn1 | i | i | 2.4
CCOc1ccc(NC(=O)CN(C)CC(=O)Nc2cccc(Cl)c2C)cc1OCC | i | i | 2.1
COc1ccc(-c2ccc(SCC(=O)N3CCOCC3)nn2)cc1OC | i | i | 0.02
C/C=C/c1ccc(OCCCNCC(C)O)c(OC)c1 (stereo not given) | i | i | -1.1
CN(C)C(CNC(=O)c1ccc(C2SCCS2)cc1)c1ccccc1 (stereo not given) | i | i | 4.9e-16
COc1ccc(C(O)P(=O)(OCCC(C)C)c2ccc(N(C)C)cc2)cc1 (stereo not given) | i | i | -0.35
C=CCn1c(=S)[nH]c2sc3c(c2c1=O)CCCC3 | i | i | -0.41
Cc1ccccc1Cn1nnc(C(=O)Nc2cccc(C)c2C)c1N | i | i | 0.3
COc1ccc(S(=O)(=O)Nc2ccc(S(=O)(=O)Nc3nc(C)cc(C)n3)cc2)cc1OC | i | i | 0.04
CCOc1ccccc1NC(=O)Cn1c(=O)oc2ccccc21 | i | i | -0.84
O=C(Nn1c(C2CCCCC2)nc2ccccc2c1=O)c1cc(Cl)ccc1[N+](=O)[O-] | i | i | -1.2
Cc1cc(C(=O)N/N=C/c2cc(N=Nc3ccccc3)ccc2O)n[nH]1 | i | i | -0.02
O=[N+]([O-])c1ccccc1/C=N\N1CCN(c2ccccc2)CC1 | i | i | 0.1
C=CCn1c(C)cc(C2=NNC(=NCc3ccccc3)SC2)c1C | i | i | 0.72
CCC(C(=O)Nc1ccc(OC)c(Cl)c1)c1ccccc1 (stereo not given) | i | -6.6* | -1
Cc1nn2c(-c3ccccn3)ccnc2c1Cl | i | i | -0.05
COc1ccc(OCCC(=O)OCC(=O)NCc2ccccc2OC)cc1 | i | i | 0.05

Further entries.
SMILES | KCNQ2 block | CHT inh | Kir21 block
Cc1ccccc1Nc1nc(-c2sc(NC(=O)c3ccco3)nc2C)cs1 | i | i | 0.01
COc1ccc(CCNS(=O)(=O)c2cc3c(cc2C)NC(=O)CO3)cc1OC | i | i | -0.39
O=C(COC(=O)CCCNC(=O)c1ccc(Cl)cc1)Nc1cc(Cl)ccc1Cl | i | i | 0.75
Cc1ccc(C(=O)O/N=C\c2ccc(N3CCCCC3)c([N+](=O)[O-])c2)cc1 | i | i | 2.3
CC(=O)c1ccc(NC(=O)COC(=O)c2c3c(nc4ccccc24)/C(=C\c2cccs2)CCC3)cc1 | i | i | -1.6
C/C=C(\C)C(=O)N1CC2(CC(c3cccc(NC(=O)COc4ccc(Cl)cc4)c3)=NO2)C[C@@H]1C(N)=O (stereo not given in full) | i | i | 0.76
Cc1nc(-c2cccnc2)sc1C(=O)N/N=C/c1ccccc1Cl | i | i | 1.8
CC(=O)NCC(=O)N(Cc1ccco1)C1(C(=O)NC2CCCCC2)CCCCC1 | i | -5.6* | -1.1
Cc1ccsc1C(=O)OCC(=O)NCc1ccco1 | i | i | -0.02
COc1cc2c(cc1OC)-c1cc(NC3CCCC3)nc(=O)n1CC2 | i | i | -1.2
COCc1cc(C)nc(SCC(=O)Nc2ccc3c(c2)OCO3)c1C#N | i | i | -0.42
COc1ccc(NC(=O)CC2SC(N)=NC2=O)c([N+](=O)[O-])c1 (stereo not given) | i | i | -1.6
CCCCC(=O)Nc1nnc(C)s1 | i | i | 2.1
CCCC[C@@H]1CNCCN1CCc1cccc(F)c1 | i | i | -0.5
Nc1nc(NCCOCCO)nc(NCc2ccccc2)c1[N+](=O)[O-] | i | i | -0.77
CC(C)COc1ccc(Br)cc1CNC(C)(C)C | i | i | -2
O=[N+]([O-])c1ccc(Oc2cccc(Br)c2)c2ccncc12 | i | i | 3.1
CC12CC3CC(C)(C1)CC(CN1CCOCC1)(C3)C2 | i | i | 1.5
c1ccc(C2=Nc3ccccc3SC2c2nc3ccccc3[nH]2)cc1 (stereo not given) | i | i | -2.3
Cc1cc(C(=O)COc2cccc(-n3cnnn3)c2)c(C)n1-c1ccccc1 | i | i | 0.39
CC(=O)Nc1ccc(NC(=O)CSc2nc(=O)n(Cc3ccncc3)c3c2CCC3)cc1 | i | i | 1.1
COc1cc(C2c3c(oc4ccccc4c3=O)C(=O)N2Cc2ccncc2)ccc1O (stereo not given) | i | i | -0.55
COc1ccc(NCc2n[nH]nc2-c2ccccc2)cc1Cl | i | i | -1.8
Cc1cc(=O)n2[nH]cc(-c3ccccc3)c2n1 | i | i | 0.03
CCCN(CCC)CCCNC(=S)Nc1ccc2nc3n(c(=O)c2c1)CCCCC3 | i | i | -2.1

(next part)
SMILES | KCNQ2 block | CHT inh | Kir21 block
CCOc1cc(N2CCOCC2)c(OCC)cc1NC(=O)COC(=O)COc1ccc(C#N)cc1 | i | i | -1.8
O=CN(CCN(C=O)CN1CCCCC1)CN1CCCCC1 | i | i | -0.27
O=C(COC(=O)c1ccccc1-c1nc2ccccc2s1)NC1CCS(=O)(=O)C1 (stereo not given) | i | i | -0.87
Cc1ccc(NC(=S)NC(=O)Cc2ccccc2)c(O)c1 | i | i | 0.03
NC(N)=NS(=O)(=O)c1ccc(NC(=S)NC(=O)c2ccccc2)cc1 | i | i | 0.04
Cc1ccc(NC(=O)N2CCCC2C(=O)NCc2ccc3c(c2)OCO3)cc1 (stereo not given) | i | i | -0.45
C=CCSc1nc2ccsc2c(=O)n1-c1cccnc1 | i | i | -0.51
CC1=C(C(=O)NC(C)C)C2(CCC(C)CC2)OC1=O (stereo not given) | i | -6.2* | -0.09
CCN(CC)S(=O)(=O)c1ccc(N/N=C(\C)c2ccncc2)nc1 | i | i | -0.83
CC1(c2cccc([N+](=O)[O-])c2)CC(C)(C)N(C(=O)c2ccccc2)c2ccccc21 (stereo not given) | -7.5* | i | -0.57
COc1cc(/C=C/C(=O)O)cc(S(=O)(=O)NCCCC(=O)O)c1OC | i | i | 0.86
CCCCC(OC(=O)c1ccco1)C(=O)NCc1ccc(C)cc1 (stereo not given) | i | i | 0.95
N#Cc1c(-c2ccccc2)nc(SCC(=O)Nc2nnc(C(F)(F)F)s2)[nH]c1=O | i | i | -0.54
CC1(C)c2[nH]c3ccccc3c2C[C@H]2C(=O)N(N)CC(=O)N21 | i | i | 0.68
O=C(c1ccc(CNc2c(N3CCCC3)c(=O)c2=O)cc1)N1CCN(C2CCCCC2)CC1 | i | i | 0.67
COc1ccc(C2N(c3ccc(Cl)cc3)N=C(C(C)=O)N(C)N2C(C)=O)cc1 (stereo not given) | i | i | -1.1
O=C(O)c1ccc(Sc2nnnn2-c2ccccc2)c([N+](=O)[O-])c1 | i | i | -0.54
Cc1cc(C(=O)N2CCN(c3ncccn3)CC2)c2cc(F)ccc2n1 | i | i | 0.78
CCCCNC(=O)C(=O)NC(C)CCc1ccccc1 (stereo not given) | i | i | -1.3
Cc1ccc(C)c(N=Nc2nc3ccccc3n2C)c1 | -6* | i | 0.34
CCN1CCCC1CNC(=O)c1cc2c(OC)cccc2[nH]1 (stereo not given) | i | i | 0
CCCOC(=O)CSc1nnc(-c2ccc(Cl)cc2Cl)o1 | i | i | 0.8
CCN(CC)CCN(C(=O)c1ccc(Br)s1)c1nc2cc3c(cc2s1)OCCO3 | i | i | 1.1
Cc1cc(C)c(C(=O)CSc2nnc(C)c(=O)[nH]2)cc1C | i | i | -2.3
COc1ccc(/C=N/NC(=O)c2ccn[nH]2)cc1COc1ccc(Cl)cc1Cl | i | i | -1

Next section.
SMILES | KCNQ2 block | CHT inh | Kir21 block
Cc1cccc(NC(=O)C2CCCN(S(=O)(=O)c3c(C)nn(C)c3C)C2)c1 (stereo not given) | i | i | -0.62
COc1ccc(C(=O)CC(SCC(NC(C)=O)C(=O)O)c2ccc(Cl)cc2)cc1OC (stereo not given) | i | i | 0.52
C=CCc1c(C)nc(-c2ccccc2)nc1N/N=C(\C)c1ccc(N)cc1 | i | i | 0
O=c1c2c(nc3cc(-c4ccc(F)cc4)[nH]n13)CCC2 | i | i | 0.24
O=C(O)C=C1CCN(c2ncc(C(F)(F)F)cc2Cl)CC1 | i | i | -0.04
CN(C)c1ccc(N=Nc2ccc(S(=O)(=O)O)cc2)c2ccccc12 | i | i | 2.2
O=C(Nc1cccc(Cl)c1)Nc1cccc(Cl)c1 | i | i | 0.3
O=C(Nc1ccc2nc3n(c(=O)c2c1)CCCC3)c1cc([N+](=O)[O-])ccc1F | i | i | -2.3
C=CCOc1c(Cl)cc(C(=S)N2CCCC2)cc1OCC | i | i | -0.44
Cc1ccccc1OCCC(=O)OCC(=O)N1c2ccccc2NC(=O)C1(C)C | i | i | -0.23
COc1ccc(OC)c(N(CC(=O)Nc2cccc3ccccc23)S(C)(=O)=O)c1 | i | i | -1
CCOC(=O)c1cc2cc(OC)ccc2nc1C | i | i | 0.39
Cn1c(CO)cnc1SCC(=O)c1ccc(Cl)cc1 | i | i | 1.3
Cc1nn(Cc2ccc(Cl)c(Cl)c2)c(C)c1NC(=O)c1sc2ccccc2c1Cl | i | i | 0.84
CCN1CCN(Cc2ccc(NC(=O)CC3Oc4ccc(C)cc4NC3=O)cc2)CC1 (stereo not given) | i | i | 0.47
Cc1ccc(-c2csc(NC(=O)CN3CCOCC3)n2)cc1 | i | i | 0.41
COc1ccc(NC(=O)C2CCCN(S(=O)(=O)c3c(C)[nH]c(=O)[nH]c3=O)C2)cc1OC (stereo not given) | i | i | -0.21
Cc1cccc(CSC(Nc2ccc(F)cc2)=C(C#N)C#N)c1 | i | i | -4.5*
COC(=O)CCC(=O)OC1(C)C(=O)C=C2C=C(C3CC3)N(c3ccc(CO)cc3)C=C2C1=O (stereo not given) | i | i | -0.59
CC(C)(C)c1cc(C(=O)Nc2cccc3ccccc23)ccn1 | -5.8* | i | 0.39
O=C(N/N=C\c1ccc(OCC(=O)N2CCCC2)cc1)C(=O)Nc1ccccc1F | i | i | 0.46
Cn1c(CO)cnc1SCc1ccccc1 | i | i | 0.48
N#CCCCn1c(O)c(N=NC(=O)C(O)c2ccccc2)c2ccccc21 (stereo not given) | i | i | 3.8
O=C(NC1CCCCCC1)c1ccc(-n2cnnc2)cc1 | i | i | -0.01
O=C(Cn1cnc2c(cnn2-c2ccccc2)c1=O)N1CCCc2ccccc21 | i | i | 0.54

An excerpt of these results, field by field.
> O=CN(CCN(C=O)CN1CCCCC1)CN1CCCCC1
  KCNQ2 block = i
  CHT inh = i
  Kir21 block = -0.27
> O=C(COC(=O)c1ccccc1-c1nc2ccccc2s1)NC1CCS(=O)(=O)C1 (stereo not given)
  KCNQ2 block = i
  CHT inh = i
  Kir21 block = -0.87
> Cc1ccc(NC(=S)NC(=O)Cc2ccccc2)c(O)c1
  KCNQ2 block = i
  CHT inh = i
  Kir21 block = 0.03
> NC(N)=NS(=O)(=O)c1ccc(NC(=S)NC(=O)c2ccccc2)cc1
  KCNQ2 block = i
  CHT inh = i
  Kir21 block = 0.04

Exported with tabs: entries from further up
mol	KCNQ2 block	CHT inh	Kir21 block
COc1ccc(NC(=O)C2CCCN(S(=O)(=O)c3c(C)[nH]c(=O)[nH]c3=O)C2)cc1OC (stereo not given)	i	i	-0.21
O=C(Nc1cccc(Cl)c1)Nc1cccc(Cl)c1	i	i	0.3

Going on with the list:
SMILES | KCNQ2 block | CHT inh | Kir21 block
O=C(CNC(=O)c1ccc(Cl)cc1)c1ccc(Cl)cc1 | i | i | 0.02
CCc1ccc(OCC(=O)N(Cc2cccs2)C2CCS(=O)(=O)C2)cc1 (stereo not given) | i | i | 0.16
C=C(C)CN=C1NN=C(c2cc(C)n(-c3ccc(C)cc3)c2C)CS1 | i | i | -1.1
CCCOc1ccc(C(=O)O)cc1 | i | i | 1.6
O=c1[nH]c(-c2ccccn2)nc(C(F)(F)F)c1Br | i | i | -0.1
Cc1cc(NC(=O)CSc2nc3c(C)c(C)ccc3cc2C)no1 | i | i | -0.2
COC(=O)C1=CC(C(=O)c2cccs2)=NN(c2ccc(OC)cc2)C1C(=O)OC (stereo not given) | i | i | 0.05
O=C(CSC(=S)N1CCSCC1)c1ccc(Cl)cc1 | i | i | 0.33
c1cncc(-c2nc3c(ccc4ccccc43)[nH]2)c1 | i | i | -0.01
CCOC(=O)Cc1nnc(NC(=O)C(CC)Sc2nnc3c4ccccc4n(C)c3n2)s1 (stereo not given) | i | i | -0.28
CC(C)C(=O)Nc1ccc(NC(=O)c2ccccc2Cl)nc1 | i | i | -1.6

By substructure, the entries above containing a tert-butyl group.
SMILES | KCNQ2 block | CHT inh | Kir21 block
CC(C)COc1ccc(Br)cc1CNC(C)(C)C | i | i | -2
CC(C)(C)c1cc(C(=O)Nc2cccc3ccccc23)ccn1 | -5.8* | i | 0.39
